HePTP inh – human HePTP phosphatase inhibition; 110,000 tested, 0.64% active; AID 521; inhibition, % at 20 µM; recombinant HePTP phosphatase activity, OD absorbance; P35236; in the data active = inhibition above about 50%;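 note: plate controls were vehicle for no effect and reference inhibitor for full effect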
Target sequence (P35236 whole entry, looked up): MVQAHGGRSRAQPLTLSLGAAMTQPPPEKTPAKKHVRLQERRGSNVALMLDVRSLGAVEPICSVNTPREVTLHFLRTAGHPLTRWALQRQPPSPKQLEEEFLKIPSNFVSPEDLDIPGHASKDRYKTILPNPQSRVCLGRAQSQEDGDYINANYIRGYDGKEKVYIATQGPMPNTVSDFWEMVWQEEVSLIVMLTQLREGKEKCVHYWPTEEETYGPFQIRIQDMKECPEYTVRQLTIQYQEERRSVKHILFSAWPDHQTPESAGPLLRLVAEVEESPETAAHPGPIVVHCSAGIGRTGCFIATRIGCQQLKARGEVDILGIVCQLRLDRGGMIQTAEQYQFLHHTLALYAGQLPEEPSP
BAP1 inh – inhibitors of human BAP1 deubiquitinase | Q92560 | recombinant BAP1, Ub-AMC hydrolysis fluorescence kinetic; hits give low values | activity remaining (% of control), % at 20 µM | 72,000 tested, 0.48% active | AID 436;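 active = activity remaining at or below 50% of control, provided the compound also passes the data quality filters; inactive = the rest, including low values that fail the filters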;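 note: 100% = DMSO wells rate and 0% = substrate alone blank rate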
Target sequence (Q92560 whole entry, looked up): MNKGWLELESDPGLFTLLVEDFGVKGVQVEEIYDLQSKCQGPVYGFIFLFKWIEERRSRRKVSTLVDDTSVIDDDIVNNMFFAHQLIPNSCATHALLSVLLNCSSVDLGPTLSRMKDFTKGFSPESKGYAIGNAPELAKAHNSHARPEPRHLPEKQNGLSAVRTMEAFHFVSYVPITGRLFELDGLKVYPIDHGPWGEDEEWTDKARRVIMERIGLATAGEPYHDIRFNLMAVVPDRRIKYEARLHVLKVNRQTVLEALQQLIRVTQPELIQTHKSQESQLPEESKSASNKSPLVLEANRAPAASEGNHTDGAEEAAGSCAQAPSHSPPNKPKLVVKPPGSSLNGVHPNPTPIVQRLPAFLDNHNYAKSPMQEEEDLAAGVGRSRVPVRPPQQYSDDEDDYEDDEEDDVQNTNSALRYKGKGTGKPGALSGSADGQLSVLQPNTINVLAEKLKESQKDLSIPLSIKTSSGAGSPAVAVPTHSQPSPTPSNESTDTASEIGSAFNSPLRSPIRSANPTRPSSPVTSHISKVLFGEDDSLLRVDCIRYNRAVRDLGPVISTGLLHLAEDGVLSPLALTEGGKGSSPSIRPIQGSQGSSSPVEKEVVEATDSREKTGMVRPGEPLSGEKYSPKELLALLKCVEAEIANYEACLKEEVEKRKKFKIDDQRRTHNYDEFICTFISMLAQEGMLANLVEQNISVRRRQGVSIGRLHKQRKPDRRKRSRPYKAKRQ
* = called active by the depositor; x = no result given. Compounds were not picked by outcome. Share with any hit: about 0.95%.

HePTP inh	BAP1 inh	SMILES
4.4	99.3	Cn1c(=O)c2c(nc(SCC(=O)Nc3ccccc3N3CCCCC3)n2C)n(C)c1=O
9.6	80.7	O=S(=O)(c1ccc(Cl)cc1Br)N1CCCCC1
5.1	118.0	Cc1ccc(N2C(=O)C3ON(c4ccccc4)C(c4ccncc4)C3C2=O)cc1 (stereo not given)
-1.0	x	CCOC(=O)CNS(=O)(=O)c1cc(Cl)ccc1Cl
-1.1	x	O=C(CN1CCCC1)N1c2ccccc2Sc2ccccc21
-6.9	65.7	CCCc1cc(=O)oc2cc(C)cc(OCc3nn[nH]n3)c12
-3.3	112.7	Cc1ccc(OCCC(=O)Nc2c(C)n(C)n(-c3ccccc3)c2=O)cc1
3.6	91.8	O=c1c2ccccc2ncn1Cc1ccco1
5.7	97.8	CC1=C(C(N)=O)C(c2cccc(OCc3ccccc3)c2)n2nnnc2N1 (stereo not given)
11.7	51.3	Cc1cc(C)nc(N(C#N)CN2C(=O)c3ccccc3C2=O)n1
5.4	x	COc1nc(Nc2ccc(I)cc2)nc(OC)n1
3.2	108.8	CCOc1ccc(CCNC(=O)CCc2nc(-c3ccc(OC)cc3)no2)cc1OCC
7.0	106.4	Cc1cccc(-n2ncc3c(N)ncnc32)c1
0.8	96.3	O=C(CCN1C(=O)C2C3C=CC(C3)C2C1=O)N1CCN(c2ccccc2Cl)CC1 (stereo not given)
-4.3	x	O=C1C(Cl)=C(Nc2ccccc2O)C(=O)N1c1ccccc1
-16.9	x	CCOc1ccc(N(CC(=O)NC(C)C)S(=O)(=O)c2ccc(SC)cc2)cc1
-0.5	106.7	COc1ccc(Cl)cc1N1C(=O)C2CCCN2C1c1ccc(F)cc1 (stereo not given)
-0.6	92.0	Nc1cc(OC(=O)c2cccs2)nn1S(=O)(=O)c1ccc(F)cc1
-4.3	x	CC(=O)CC(=O)Nc1c(Cl)cccc1Cl
-4.2	x	CC(=O)CC(=O)Nc1ccn(-c2ccccc2)n1
3.3	156.0	CCCC(c1nnnn1Cc1cccs1)N1CCN(C2CCCC2)CC1 (stereo not given)
-4.4	x	COc1ccccc1NC(=O)C1=C(C)NC2=C(C(=O)CCC2)C1c1ccc(Cl)cc1 (stereo not given)
7.2	91.8	Cc1ccc(CCNC(=O)c2nnn(-c3cccc(C)c3)c2N)cc1
0.1	x	O=c1/c(=C\c2ccccc2C(F)(F)F)sc2nc3ccccc3n12
7.3	112.0	O=C1CC(c2ccco2)CC(O)=C1C=NCCN1CCNCC1 (stereo not given)
6.8	x	CCSc1nc2sc3c(c2c2nncn12)CCN(C)C3
-5.5	81.4	CCn1cc(Cl)c(C(=O)Nc2nc3ccccc3n2CCN2CCCCC2)n1
12.4	111.5	Cc1ccc(-n2ncc3c(NCc4cccnc4)ncnc32)c(C)c1
3.2	x	O=C1/C(=C/c2ccccc2Cl)SC(=S)N1c1ccc(Br)cc1
6.4	52.2	NC(=O)c1ccc[n+](CC(=O)c2cc3ccccc3oc2=O)c1
11.6	93.9	CC1(C)CC(N2CN(C3CCCCC3)CC2=O)CC(C)(C)N1
-4.3	x	O=C1NC(=S)N(c2ccc(F)cc2)C(=O)/C1=C/c1ccc(F)cc1
12.5	108.2	COc1cc(CC(=O)Oc2ccc3c(c2)OCO3)cc(OC)c1OC
5.3	x	CCC(Oc1ccccc1)C(=O)Nc1cc(C)ccn1 (stereo not given)
x	88.6	c1ccc(C[n+]2ccc(-c3nc4ccccc4s3)cc2)cc1
-3.7	x	O=[N+]([O-])c1ccccc1S(=O)(=O)Nc1cc(C(F)(F)F)ccc1Cl
8.8	75.6	CCC(C)(C(=O)Nc1ccc2c(c1)OCCO2)N(C(C)=O)c1ccc(C(N)=O)cc1 (stereo not given)
7.1	x	O=C(O)c1ccccc1-c1ccccc1/C=N/O
4.2	x	O=C(CN(c1cccc([N+](=O)[O-])c1)S(=O)(=O)c1ccccc1)NCCSCc1ccccc1Cl
-3.4	140.2	COC(=O)c1sc(NC(=O)C2CCCO2)c(C(=O)OC)c1C (stereo not given)
4.8	93.4	O=C(NCCNC(=O)C(F)(F)F)c1ccncc1
-7.3	x	O=C(COc1cccc2ccccc12)NNC(=O)C1CCCO1 (stereo not given)
-16.2	x	CCCC/C(CC)=N\NC(=O)c1cc([N+](=O)[O-])cc([N+](=O)[O-])c1
1.6	94.0	C=COCCNC(=O)C1CC(=O)N(c2ccc(C)cc2)C1 (stereo not given)
10.0	x	CC(C)Cn1c(=O)c(C(=O)Nc2ncccn2)c(O)c2ccccc21
6.9	x	COc1ccc(C2/C(=C(\O)c3ccc(C)cc3)C(=O)C(=O)N2c2ncc(S(=O)(=O)c3ccc([N+](=O)[O-])cc3)s2)cc1 (stereo not given)
x	80.8	CC(C)CN(CC(C)C)S(=O)(=O)c1ccc(C(=O)Nc2nc3c(s2)CC(C)CC3)cc1 (stereo not given)
7.2	x	COc1ccc(C(=O)n2nc(-c3ccc(C)cc3)nc2N)cc1OC
-7.7	73.7	O=C(CN1CCOCC1)Nc1ncc(Br)cc1Br
-8.5	x	CC(=O)Oc1ccc(-c2cccc(C(=O)NC(CO)C(O)c3ccc([N+](=O)[O-])cc3)c2)cc1 (stereo not given)

The results go on:
HePTP inh	BAP1 inh	SMILES
2.0	x	CCN1C(=O)/C(=C\c2cccc(OCc3ccc(Cl)cc3Cl)c2)SC1=S
0.0	x	Cc1oc(NC(=O)CCCC(=O)O)c(C#N)c1C
5.9	87.5	COc1ccc(CNC(=O)c2cc(-c3ccco3)on2)cc1
0.9	x	O=C(Nc1nc2ccccc2n1CCOc1ccccc1)c1ccccc1
5.8	x	NC(=O)c1cnn2c1NC(c1cccs1)CC2C(F)(F)F (stereo not given)
9.6	74.7	Cc1cc(C)c2c(c1)-c1c(ssc1=S)C(C)(C)N2C(=O)CSc1nncn1C
x	131.3	O=C(O)CCC(=O)N1N=C(c2cccs2)CC1c1ccccc1F (stereo not given)
4.3	99.3	CC(C)c1ccccc1N1CC(C(=O)O)CC1=O (stereo not given)
2.8	x	NC(=O)/C=C/c1cn(-c2ccccc2)nc1-c1ccccc1
-8.4	105.1	O=C(NCCN1CCN(c2ccccc2F)CC1)c1cccn2c(=O)c3ccccc3nc12
8.0	x	COC(=O)Cc1c(C)c2ccc(OCC(=O)N3CCOCC3)cc2oc1=O
-16.2	x	CSCCOC(=O)C1=C(C)NC(=O)NC1c1cccc2ccccc12 (stereo not given)
-8.4	x	CC(=O)Nc1sc2c(c1C(=O)Nc1ccc(Br)cc1)CCCC2
4.8	117.4	CC(=O)Nc1cc(-c2nn(CC(=O)N3CCCCC3)c(=O)c3ccccc23)ccc1N1CCOCC1
4.7	81.2	CC(C)C(c1nnnn1Cc1ccccc1)N1CCc2ccccc2C1 (stereo not given)
-2.7	111.7	O=C(CCNC(=O)Cn1ccc2ccccc2c1=O)NCCCN1CCN(c2ccccc2F)CC1
6.0	x	O=C(NCC1CCCO1)c1cnn2c1NC(c1ccc(Br)cc1)CC2C(F)(F)F (stereo not given)
4.7	89.7	Cc1ccnc2nc(C(=O)N3CCN(S(=O)(=O)c4ccccc4)CC3)nn12
-11.3	x	O=C(Nc1cc(C(F)(F)F)cc(C(F)(F)F)c1)c1ccc([N+](=O)[O-])cc1Cl
6.1	71.6	O=C(C1CCC1)N1CCc2cc(S(=O)(=O)Nc3ccc4c(c3)OCO4)ccc21
3.4	105.4	O=C(CCCC(=O)OCC1CCCO1)OCC1CCCO1 (stereo not given)
4.1	x	Nc1c(C(=O)C2CC2)sc2nc3c(cc12)CCCC3
-14.1	x	O=C1CC(=O)N(Cc2ccccc2)CCN1Cc1ccccc1
7.2	x	O=[N+]([O-])c1ccc(F)c(NS(=O)(=O)c2ccccc2)c1
-18.8	x	COCCNC(=O)CN(c1ccc(OC)c(Cl)c1)S(C)(=O)=O

Single values from the list:
`COc1ccc(Cl)cc1N1C(=O)C2CCCN2C1c1ccc(F)cc1` (stereo not given) in HePTP inh: -0.5
`O=C1NC(=S)N(c2ccc(F)cc2)C(=O)/C1=C/c1ccc(F)cc1` in HePTP inh: -4.3
`Cc1cc(C)nc(N(C#N)CN2C(=O)c3ccccc3C2=O)n1` in HePTP inh: 11.7

Looked up by structure from the list above:
HePTP inh	BAP1 inh	SMILES
-8.4	x	CC(=O)Nc1sc2c(c1C(=O)Nc1ccc(Br)cc1)CCCC2
7.2	91.8	Cc1ccc(CCNC(=O)c2nnn(-c3cccc(C)c3)c2N)cc1
-4.2	x	CC(=O)CC(=O)Nc1ccn(-c2ccccc2)n1
-7.7	73.7	O=C(CN1CCOCC1)Nc1ncc(Br)cc1Br
-16.9	x	CCOc1ccc(N(CC(=O)NC(C)C)S(=O)(=O)c2ccc(SC)cc2)cc1
-6.9	65.7	CCCc1cc(=O)oc2cc(C)cc(OCc3nn[nH]n3)c12
1.6	94.0	C=COCCNC(=O)C1CC(=O)N(c2ccc(C)cc2)C1 (stereo not given)

Other results
HePTP inh	BAP1 inh	SMILES
7.9	102.0	c1ccc(Cn2nnnc2CN2CCN(Cc3ccc4c(c3)OCO4)CC2)cc1
-11.1	98.5	COc1ccc(Nc2cc(C)nc3nc(C)nn23)cc1Cl
6.3	74.8	c1ccc(SCc2nc(-c3cccnc3)no2)cc1
1.1	95.3	CCc1nc2ccccc2n(CCOCCn2c(=O)c(CC)nc3ccccc32)c1=O
x	93.8	NCCCC(N)(C(=O)O)C(F)F (stereo not given)
9.1	x	Cc1ccc(N2C(=O)NC(=O)/C(=C\c3ccc(C)s3)C2=O)cc1
5.5	98.1	Nn1c(COc2ccccc2)nnc1SCC(=O)O
7.4	103.6	O=C(O)C1CC=CCC1C(=O)Nc1cccc(Cl)c1Cl (stereo not given)
x	54.3	CCOC(=O)c1ccc(NCc2ccc([N+](=O)[O-])cc2)cc1
2.8	107.5	CSc1ccc(-c2nnn(Cc3ccccn3)n2)cc1
9.7	98.0	CCCn1c2ccccc2c2nnc(SCC(=O)OCC)nc21
-2.7	x	CCOC(=O)c1ccc(NC(=O)Cc2ccc(Cl)cc2)cc1
2.8	104.2	Cc1ccccc1-n1c(SCC(=O)N2CCN(c3ccccc3)CC2)nnc1-c1ccncc1
3.1	90.7	O=C(Cn1nc(Cc2cccnc2)c2ccccc2c1=O)N1CCN(C(=O)c2ccco2)CC1
-8.4	96.9	O=C(CSCC(=O)N1CCOCC1)Nc1nc(-c2ccc3c(c2)OCO3)cs1
-11.5	x	CN1CCO/C1=C(C#N)\C=C1/C(=O)N(c2c(Cl)cccc2Cl)c2ccccc21
9.1	99.2	CCOC(=O)c1ccc(NC(=O)NCc2ccncc2)cc1
-12.7	x	CC1=NN(c2nc(-c3ccc(Cl)c(Cl)c3)cs2)C(=O)C1
8.1	79.8	COc1ccc(OC)c(S(=O)(=O)N(C)CC(=O)Nc2cc(Cl)ccc2OC)c1
-9.2	106.8	O=C(c1ccccc1-c1ccccc1)N1CCCC1
-1.8	x	CC(C)(C)C(=O)/C=C(N)\C=C\c1ccccc1
7.9	x	CCc1ccc(NC(=O)c2ccc(C(C)C)cc2)cc1
0.5	104.2	Cn1c(N2CCC(C(N)=O)CC2)nc2c1c(=O)n(Cc1cccc(Br)c1)c(=O)n2C
6.5	x	CCOC(=O)c1ccc(N2NC(=O)/C(=C/c3ccc(Br)cc3)C2=O)cc1
8.5	91.7	CCn1ncc(Cl)c1C(=O)Nc1cc(Cl)ccc1Cl
4.7	x	COC(=O)C(C)N(c1ccc(OC)cc1)S(C)(=O)=O (stereo not given)
-3.6	x	CN(C)CCN1C(=O)C(=O)/C(=C(/O)c2ccccc2)C1c1ccc(Br)cc1 (stereo not given)
5.4	x	CCOc1cc(C=C2C(=O)NC(=O)NC2=O)ccc1OCc1c(C)no[n+]1[O-]
-8.8	x	CC(C)c1ccc(/C=N/N2CCN(c3ccccn3)CC2)cc1
-0.3	x	CC(C)(C)c1ccc(OCCNC(=O)/C=C/c2ccccc2)cc1
10.3	x	CCCCn1nnc(NC(=O)c2sc3cc(Cl)ccc3c2Cl)n1
15.1	x	O=C(c1ccc(-c2ccccc2)cc1)N1CCN(CCN2C(=O)c3cccc4cccc(c34)C2=O)CC1
-7.6	x	C=C1[C@@H](C)C2[C@H](Cc3ccccc3)NC(=O)[C@]23OC(=O)CC[C@H](O)CCC[C@H](C)C/C=C/[C@H]3[C@@H]1O (stereo not given in full)
0.8	99.4	O=C(NCCC1=CCCCC1)C1CCCN(S(=O)(=O)c2cccc3cccnc23)C1 (stereo not given)
1.0	101.6	CCOC(=O)C(Cc1ccccc1)NC(=O)Cn1nnc(-c2ccccc2)n1 (stereo not given)
-0.9	x	CCOc1cc(C(=S)N2CCCCC2)cc(Br)c1O
-3.4	x	O=C(CN(c1cccc(Br)c1)S(=O)(=O)c1ccccc1)Nc1ccccc1
7.3	120.7	CCCCOCCCNC1=NCCCCC1
9.4	54.4	COc1ccc(N=c2oc3cc(O)ccc3cc2C(=O)NCC2CCCO2)cc1 (stereo not given)
-9.4	x	Cc1cccc(CC2CC(=O)N(c3ccc(Cl)c(Cl)c3)C2=O)c1 (stereo not given)
1.7	x	CCOC(=O)c1c(NC(=O)c2cccs2)sc(C(=O)N2CCOCC2)c1C
-1.3	100.3	c1ccc(Cn2ccnc2SCc2nnc(-c3ccccc3)o2)cc1
-9.1	x	CCN(Cc1ccccc1)C(=O)c1ccccc1[N+](=O)[O-]
7.2	x	CCOC(=O)C1=C(C)NC(=S)NC1c1ccc(O)cc1 (stereo not given)
x	242.0	Cc1cccc(N2C(=O)C(Cl)=C(NC3CCCCC3)C2=O)c1C
4.3	67.5	O=C(CSc1nnnn1Cc1ccccc1)NCC(=O)c1ccccc1
-3.8	x	CCc1c(C)nn2cn[n+](Cc3ccc(Cl)cc3)c2c1[O-]
5.9	x	COc1ccccc1C(=O)Oc1ccc2oc(=O)sc2c1
10.5	x	O=C(CSc1nc2ccccc2c2nc3ccccc3n12)NCc1ccco1
0.4	80.4	COC(=O)c1ccccc1NC(=O)C1CCCN(S(C)(=O)=O)C1 (stereo not given)
-0.9	x	Cc1ccc(C(=O)O)cc1N1C(=O)c2ccc(Oc3ccc([N+](=O)[O-])cc3)cc2C1=O

High-throughput results as filed in PubChem.
